Compound activity as filed in PubChem BioAssay.
LDHA inh: inhibitors of human lactate dehydrogenase A | P00338 | purified LDHA, NADH/diaphorase-resazurin fluorescence; active compounds read low | activity change, % (values are at about 110 or 230 µM) | actives 0.15% (n = 480,000) | AID 1347041; in the data active means activity change below about -30%; inconclusive means mostly about -25% to -30%;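 further: plate controls were DMSO wells for no effect and wells without enzyme for full effect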
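Resorufin fluorescence (ex540/em590), read at 0 and 20 min after diaphorase/resazurin addition, reports the NADH left after a 5 min room-temperature reaction of 2 nM human LDH5 with 0.06 mM NADH and 0.2 mM pyruvate.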
Pol eta inh: DNA polymerase eta (human) inhibition; recombinant Pol eta, fluorescent DNA replication assay; actives 1.2% (n = 390,000); Q9Y253; Potency, µM (highest dose often 114 µM), without a hit: at the highest dose activity change, negative = inhibition, actives largely listed as inhibitors; further: potency means the concentration at half of the fitted maximal effect; on the % scale 0 is the no-effect control and ±100 the full control effect
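Pol eta (10 nM) was preincubated with compounds for 15 min at room temperature, after which fluorescent replication substrate (50 nM final) was added to start the reaction. Fluorescence was read kinetically at 0 and 10 min.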
POLB inh: blocks human DNA polymerase beta activity. P06746. Pol beta primer extension/strand displacement, fluorescence kinetic. Potency, µM (highest dose often 114 µM), inactives show at the top dose activity change, negative = inhibition, most hits filed as inhibitors. actives 1.3% (n = 340,000); further: potency means the concentration at half of the fitted maximal effect; on the % scale 0 is the no-effect control and ±100 the full control effect
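Preincubation: enzyme (10 nM) with compound, 15 min, RT. Reaction: substrate added to 50 nM final. Reads: 0 and 10 min. Analysis: normalized, Hill fit.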
BLM helicase inh: blocks DNA unwinding by human BLM helicase. P54132. recombinant BLM DNA unwinding, fluorescence dequenching. Potency, µM (series often up to 56.1 µM), inactives show at the top dose activity change, negative = inhibition, usual class: inhibitors. actives 0.2% (n = 350,000);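 further: potency means the concentration at half of the fitted maximal effect; plate controls were vehicle for no effect and no enzyme for full effect; nearly all actives have a fitted effect of over 35% in size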
POLI inh: blocks human DNA polymerase iota activity; Q9UNA4; Pol iota fluorescent replication assay, 10 min; Potency, µM (titrated, usually from 115 µM), for inactives: at the top dose activity, negative = inhibition, hits mostly inhibitors; actives 1% (n = 390,000); AID 588590; further: potency means the concentration at half of the fitted maximal effect
Target sequence (Q9UNA4 whole entry, looked up): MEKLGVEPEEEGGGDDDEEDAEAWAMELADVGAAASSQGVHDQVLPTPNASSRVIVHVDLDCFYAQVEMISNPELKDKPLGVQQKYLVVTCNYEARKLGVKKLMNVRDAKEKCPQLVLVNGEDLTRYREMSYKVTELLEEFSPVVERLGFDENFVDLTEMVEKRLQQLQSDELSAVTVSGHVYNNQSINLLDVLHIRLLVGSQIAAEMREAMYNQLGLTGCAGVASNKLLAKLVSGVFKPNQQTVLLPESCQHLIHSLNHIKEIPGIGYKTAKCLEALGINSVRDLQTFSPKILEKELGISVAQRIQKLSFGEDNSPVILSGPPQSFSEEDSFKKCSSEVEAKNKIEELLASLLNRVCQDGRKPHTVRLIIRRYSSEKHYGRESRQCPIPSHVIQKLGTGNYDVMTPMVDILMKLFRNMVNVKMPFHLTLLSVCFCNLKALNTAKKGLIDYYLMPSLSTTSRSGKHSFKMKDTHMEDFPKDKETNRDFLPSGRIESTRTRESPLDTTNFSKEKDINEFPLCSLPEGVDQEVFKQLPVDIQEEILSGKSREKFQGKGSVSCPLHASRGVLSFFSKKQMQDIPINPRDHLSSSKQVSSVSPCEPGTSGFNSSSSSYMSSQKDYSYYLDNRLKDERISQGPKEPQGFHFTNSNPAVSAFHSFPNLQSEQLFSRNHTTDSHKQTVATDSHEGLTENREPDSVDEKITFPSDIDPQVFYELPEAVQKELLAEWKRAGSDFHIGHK
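Pol iota at 10 nM preincubated 15 min with compounds at room temperature; reaction started with fluorescent substrate, 50 nM final. Fluorescence read kinetically at 0 and 10 min; buffer-only wells as negative control.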
Glioma ERSR ind: inducers of ER stress response in human glioma cells; U87-MG GRP78 promoter luciferase reporter, 16 h; Potency, µM, for the others: top-dose activation, hits mostly activators; actives 0.02% (n = 420,000); further: potency means the concentration at half of the fitted maximal effect; series mostly up to about 76 µM; % of control where 0% means no effect; nearly all actives have a fitted effect of over 35% in size
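Stably transfected U87-MG human glioma cells carrying a GRP78-based luminescent sensor were seeded at 1000 cells/well, pin-dosed with compounds and incubated 16 h. Luciferase reagent was then added, and end-point luminescence was read after 10 min at room temperature.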
APE1 inh: inhibitors of human APE1 endonuclease; recombinant APE1, TAMRA/BHQ-2 abasic DNA cleavage fluorescence; Potency, µM (highest dose often 65.8 µM), without a hit: top-dose activity change, negative = inhibition, actives largely listed as inhibitors; actives 0.35% (n = 350,000); AID 2517;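 further: potency means the concentration at half of the fitted maximal effect; plate controls were vehicle for no effect and reference inhibitor for full effect; nearly all actives have a fitted effect of over 55% in size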
Target sequence (P27695 whole entry, looked up): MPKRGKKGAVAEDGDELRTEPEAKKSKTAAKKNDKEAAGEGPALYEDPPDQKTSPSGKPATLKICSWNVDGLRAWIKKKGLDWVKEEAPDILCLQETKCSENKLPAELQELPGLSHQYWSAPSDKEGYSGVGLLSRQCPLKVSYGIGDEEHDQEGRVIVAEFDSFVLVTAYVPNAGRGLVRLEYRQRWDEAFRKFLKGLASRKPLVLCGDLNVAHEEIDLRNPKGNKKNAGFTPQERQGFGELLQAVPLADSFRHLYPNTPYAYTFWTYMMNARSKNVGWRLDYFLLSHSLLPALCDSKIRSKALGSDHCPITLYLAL
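Endonuclease cleavage of a quenched abasic-site DNA duplex (50 nM) by APE1 (0.75 nM) was tracked by TAMRA dequenching. Compounds were preincubated with enzyme 15 min at room temperature; data normalized to buffer-only and DMSO wells plus NSC13755 control.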
Apoferritin bind: binds horse apoferritin like a general anesthetic; P02791; AID 485281; Potency, µM (series often up to 77.5 µM), for the others: top-dose activity change, negative = displacement, usual class: inhibitors; actives 0.074% (n = 350,000); apoferritin/1-aminoanthracene competitive binding, fluorescence; further: potency means the concentration at half of the fitted maximal effect; on the % scale 0 is the no-effect control and ±100 the full control effect; nearly all actives have a fitted effect of over 20% in size
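Apoferritin-based anesthetic binding model; compound displacement of fluorescent 1-AMA measured as endpoint fluorescence after 10 minutes at room temperature, scaled to free-ligand and complex controls.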
Pol kappa inh: DNA polymerase kappa (human) inhibition. purified Pol kappa, fluorescent DNA synthesis assay, 10 min. Potency, µM (titrated, usually from 107 µM), inactives show at the highest dose activity, negative = inhibition, hits mostly inhibitors. actives 0.53% (n = 400,000). AID 588579; further: potency means the concentration at half of the fitted maximal effect; on the % scale 0 is the no-effect control and ±100 the full control effect
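Readout: fluorescence, taken kinetically at 0 and 10 min. Conditions: 10 nM Pol kappa, 15 min RT compound preincubation, 50 nM substrate final. Controls: enzyme-free buffer wells.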
* = called active by the depositor; ? = inconclusive; . = not tested or not shown; & = joins results of further samples; [ ] = another dose, or the depositor's remark. Unless noted, the call rests on the fitted dose curve; in most records, active means well fitted curve in the direction sought with a large enough effect; inconclusive means small, poorly fitted or top-dose-only effect, or another doubt; inactive means no such curve, though single readings can be large; an effect the other way counts as inactive or inconclusive. These rows are one share of the data; rates above refer to the full screens.

SMILES | Apoferritin bind | Pol kappa inh | POLB inh | LDHA inh | Glioma ERSR ind | Pol eta inh | BLM helicase inh | POLI inh | APE1 inh
COc1ccc(-n2nc(C(=O)NCC(=O)NCCCN3CC(C)CC(C)C3)c3ccccc3c2=O)cc1Cl (stereo unspecified) | -13% | 6% | 48% | -8 | -2% | 5% | -2% | -10% | -7%
COc1ccccc1CNC(=O)C1CCC(CNS(=O)(=O)c2ccc(F)cc2)CC1 (stereo unspecified) | -9% | -12% | 1% | -10 | -3% | 15% | -1% | -5% | 38%
Cc1cccc(C(=O)OC(C)C(=O)N2CCN(Cc3ccccc3)CC2)c1 (stereo unspecified) | . | -5% | . | -1 | 1% | -8% | . | -13% | -2%
COCCn1c(CCC(=O)Nc2ccc(C)c(Cl)c2)nc2cccnc21 | 3% | -1% | 21% | 0 | -3% | -5% | -3% | 12% | .
CCOc1cc(CNCCCN2CCOCC2)ccc1OCC(=O)NC(C)(C)C | 7% | 1% | 80% | 0 | -1% | -16% | 0% | 4% | -1%
COc1ccc2cc(C(C)C(=O)OC(C)C)ccc2c1 (stereo unspecified) | . | -9% | . | -2 | -1% | -14% | . | 17% | 9%
O=C(c1ccccc1)N1CCC(c2nc(-c3ccc(S(=O)(=O)NCC4CCCO4)cc3)no2)CC1 (stereo unspecified) | -7% | 2% | 5% | -2 | -1% | -2% | -3% | -10% | -4%
Clc1ccc(CNc2ccc(N3CCN(Cc4ccccc4)CC3)cc2)cc1 | ? | 0% | 1% | -3 | -7% | -23% | -16% | 116%[activator] | 11%
Cc1c([C@H]2[C@@H](CC#N)C2(C)C)c2ccccc2n1C | -16% | 3% | ? | 3 | -5% | -3% | -3% | 4% | 21%
CCOC(=O)CSc1nc2ccc(C)cc2n2cnnc12 | -4% | 8% | 3% | 1 | 2% | -16% | -1% | -7% | 1%
Cc1cccc(NC(=O)Cn2c(=O)n(Cc3nc(-c4ccccc4)no3)c(=O)c3ccccc32)c1 | -1% | 1% | 1% | -5 | -4% | 15% | -1% | 15% | .
Cc1c(OCC(=O)NCC2CCC(C(=O)NCCCO)CC2)ccc2c(-c3ccccc3)cc(=O)oc12 (stereo unspecified) | 0% | 1% | -11% | -4 | -2% | 13% | -6% | ? | 26%
C[N+]1(CC(O)COCC2COc3ccccc3O2)CCOCC1 (stereo unspecified) | 2% | -5% | 10% | -20 | -5% | -5% | 2% | 1% | -10%
CC(=O)NC1=NC(=O)/C(=C/N2CCCCC2)S1 | 5% | 2% | -23% | -12 | -4% | -9% | -1% | 1%[58.9 µM] | -4%
Cc1nn(Cc2ccc(F)cc2)c(C)c1NC(=O)c1noc2c1CCCCC2 | -5% | -26% | 2% | -2 | 2% | -11% | -4% | -19% | ?
O=c1oc2ccc(Br)cc2cc1-c1nc2c(s1)CCc1ccccc1-2 | . | -4% | . | 7 | -2% | . | . | 15% | .
CN1CCC(=C2c3ccccc3C(O)c3ccccc32)CC1 (stereo unspecified) | 64%[activator] | 7% | 2% | -3 | 1% | -8% | 5% | -25% | 17%
Cc1nnc(SCC(=O)c2ccc(Cl)cc2)n(N)c1=O | -12% | 0% | 1% | -4 | -2% | -18% | -1% | 98%[activator] | -7%
CC1CC(C)CN(CC(O)COCCOc2ccc(Br)cc2)C1 (stereo unspecified) | 8% | 0% | 32% | -8 | -3% | -18% | 2% | 16% | 31%[activator]
CCC(=O)NC(=S)NNC(=O)c1ccc(OC)cc1 | -20% | -1% | 11% | 2 | 1% | 7% | 0% | -14% | -6%
CC(=O)Nc1cccc(C(=O)Nc2cccnc2)c1 | 2% | -1% | 0% | -10 | -2% | -13% | -3% | 47%[activator] | ?
COc1ccccc1NC(=O)N1c2ccccc2Sc2ccccc21 | 68%[activator] | -21% | 6% | -2 | -3% | -29% | -27% | -1% | .
COc1ccccc1C(=O)NCC(=O)Nc1ccc2c(c1)CCC2 | . | 7% | . | -2 | 5% | -3% | . | 15% | 42%
Cn1cccc1C(=O)OCC(=O)Nc1cc(C(C)(C)C)nn1-c1ccccc1 | -18% | -14% | 1% | 1 | -1% | -18% | -7% | 9% | -3%
COC(=O)c1ccc(NC(=O)c2sc3nc(-c4ccccc4)cn3c2C)cc1 | -13% | -5% | 16% | -5 | 1% | -1% | 0% | 8% | -5%
CCCCCn1nc(C(=O)N2CCc3ccccc32)c2ccccc2c1=O | . | 0% | . | 1&-2 | -3% | -19% | . | -30% | -17%
CCCn1c(SCC(=O)N2CCCC(C)C2)nnc1-c1ccccn1 (stereo unspecified) | -12% | -16% | 36%[activator] | -11 | 1% | 1% | 2% | 19% | 17%
COc1ccccc1-c1noc(CSc2nc3ccc(C)cc3[nH]2)n1 | 52%[activator] | -7% | 3% | -8 | 1% | -16% | 2% | 6% | .
Cc1ccc(OCC(=O)NNC(=O)C2CCN(c3nc(C)cc(C)n3)CC2)cc1 | -4% | -6% | 21% | 1 | 0% | -4% | -5% | -22% | -1%
CCOc1cc(C(=O)Nc2ccc3nc(N4CCN(C)CC4)cc(C)c3c2)cc(OCC)c1OCC | 322%[activator] | 6% | 36% | -3 | -4% | -6% | -2% | -10% | .

Continued (two carried over from the part before).
SMILES | Apoferritin bind | Pol kappa inh | POLB inh | LDHA inh | Glioma ERSR ind | Pol eta inh | BLM helicase inh | POLI inh | APE1 inh
Cc1ccc(OCC(=O)NNC(=O)C2CCN(c3nc(C)cc(C)n3)CC2)cc1 | -4% | -6% | 21% | 1 | 0% | -4% | -5% | -22% | -1%
CCOc1cc(C(=O)Nc2ccc3nc(N4CCN(C)CC4)cc(C)c3c2)cc(OCC)c1OCC | 322%[activator] | 6% | 36% | -3 | -4% | -6% | -2% | -10% | .
Fc1ccccc1NC(=S)Nc1ccc(CN2CCOCC2)cc1 | -18% | -11% | -27% | -1 | 0% | 6% | -3% | 10% | -4%
COc1ccc(OC)c(/C=N/c2oc(-c3ccco3)c(-c3ccco3)c2C#N)c1 | 9% | 79µM* | 45µM* | 7 | -3% | 79µM* | -4% | ? | ?
CC(C)c1ccc(NC(=S)Nc2cccc3ccccc23)cc1 | -23% | -5% | 2% | 4 | -2% | -16% | -18% | 27% | 27%
Cc1cccc(CCN(CC(=O)NCc2ccc(F)cc2)C(=O)c2csnn2)c1 | -12% | -20% | 43% | -2 | 0% | 0% | -1% | 67%[activator] | 12%
Cc1onc(C(=O)/C=C/N(C)C)c1C(=O)Nc1nccs1 | -7% | -11% | 50% | -4 | -6% | -10% | -1% | 0% | 1%
Cc1ccc(C)c(NC(=O)c2ccccc2NC(=O)C2CCCO2)c1 (stereo unspecified) | -4% | -2% | -15% | 1 | 0% | -21% | 2% | 16% | -2%
Cn1cc(Cl)c(-c2nc3ccccc3[nH]2)n1 | -5% | -8% | -6% | -3 | 1% | -10% | 13% | 9% | 2%
O=C(COC(=O)c1cc(S(=O)(=O)N2CCOCC2)c(Cl)cc1Cl)c1ccc[nH]1 | . | 6% | . | 2 | -6% | -11% | . | 4% | -4%
Cc1ccccc1NC(=O)N1CCC(NC(=O)C2CCCCC2)CC1 | 2% | 4% | 11% | 4 | -5% | -16% | -4% | 94%[activator] | 56%
CCc1ccc(OCc2cccc(C(=O)N/N=C\c3cnn(C)c3C)c2)cc1 | -24% | -11% | 0% | -4 | 2% | 6% | -4% | 7% | 9%
CN(Cc1ccccc1)Cc1c[nH]c2ccccc12 | -17% | -4% | 27% | 4 | 0% | -6% | 0% | -7% | -11%
COc1cc(Br)c(CC2c3cc(OC)c(OC)cc3CCN2C)cc1OC (stereo unspecified) | -12% | -10% | . | -5 | -4%&-1% | -6% | -10% | 12% | 1%
Cc1occc1C(=O)NCc1nc(-c2ccc(Cl)cc2)no1 | 4% | -9% | 1% | -7 | 9% | -6% | -8% | 117%[activator] | -17%
Cc1cc(C)cc(OCCN2CCOCC2)c1 | -18% | -8% | -1% | -20 | -1% | 9% | -2% | 26% | 4%
COc1ccccc1NC(=O)c1ccc(C)s1 | -4% | -1% | -1% | -4 | 2% | -12% | -2% | 23% | -4%
Cc1cc(C(=O)Nc2sccc2C(N)=O)c(C)o1 | . | -38% | . | 2 | 6% | ? | . | ? | 3%
Cc1ccccc1Nc1nnc(SCC(=O)c2cc3ccccc3o2)s1 | -12% | -10% | -1% | -9 | 1% | -4% | -11% | -3% | 2%
O=C(CCc1ccccc1)Nc1ccccc1F | ? | -9% | 1% | -3 | 2% | -13% | -4% | 0% | 2%
CC(OC(=O)c1ccc2c(c1)OCCO2)C(=O)c1ccccc1 (stereo unspecified) | . | -6% | . | -4 | -2% | -6% | . | 9% | -9%
COc1cccc(C(=O)NCCS(=O)(=O)NCc2cccs2)c1 | . | -31% | . | -5 | -3% | -3% | . | 9% | -6%
Cc1nc(CN(C)C(=O)CC2C(=O)NCCN2Cc2ccc(F)cc2)cs1 (stereo unspecified) | 1% | -8% | 26% | 5 | 2% | -4% | 0% | 22% | 3%
COc1cccc(NC(=O)Nc2cc(NC(=O)Nc3cccc(OC)c3)c(C)nc2C)c1 | -9% | -13% | -2% | -4 | 4% | -4% | -11% | 4% | 20%
CC(=O)c1ccc(N2C(=NC(=O)C(C)C)SC3CS(=O)(=O)CC32)cc1 (stereo unspecified) | 3% | 4% | 1% | -2 | -2% | -6% | 4% | 11% | 16%

Four compounds from above, arranged by the value under LDHA inh, ascending.
| SMILES | Apoferritin bind | Pol kappa inh | LDHA inh | Pol eta inh | BLM helicase inh | POLI inh |
| --- | --- | --- | --- | --- | --- | --- |
| CCc1ccc(OCc2cccc(C(=O)N/N=C\c3cnn(C)c3C)c2)cc1 | -24% | -11% | -4 | 6% | -4% | 7% |
| Cn1cc(Cl)c(-c2nc3ccccc3[nH]2)n1 | -5% | -8% | -3 | -10% | 13% | 9% |
| CC(=O)c1ccc(N2C(=NC(=O)C(C)C)SC3CS(=O)(=O)CC32)cc1 (stereo unspecified) | 3% | 4% | -2 | -6% | 4% | 11% |
| CN(Cc1ccccc1)Cc1c[nH]c2ccccc12 | -17% | -4% | 4 | -6% | 0% | -7% |
